RT RNaseH block – HIV-1 RT RNase H inhibitors, primary screen, biochemical, fluorescence; AID 565, 2006; RT-RNase H RNA/DNA duplex cleavage; inhibition, % at 10 µM; 65,000 compounds, 1.9% hits; Gag-Pol polyprotein (Human immunodeficiency virus type 1 group M subtype B (isolate …; in the data active = inhibition above about 50%
RmlC RmlD mix – RmlC and RmlD coupled enzyme inhibitors, primary screen, biochemical, 384-well, compound mixtures, retest; inhibition, % at 5.5 µM; AID 1532, 2009; RmlC/RmlD coupled enzyme inhibition, 384-well mixture HTS; 110,000 compounds, 0.39% hits; in the data active = inhibition above about 30%, passing the limit was not always enough; inconclusive = no clear call, values can overlap the other calls; also: strong numbers were not always called active
The depositor's hits bear a star; ? = inconclusive; · = not tested or not shown; & = joins results of further samples. Some of the compounds tested, so the mix of outcomes need not match the whole.

The line under a structure holds: RT RNaseH block	RmlC RmlD mix
CCCCOC(=O)c1ccc(NC(=O)c2cc(Cl)ccc2OC)cc1
 : ·	-7
COc1cc(NC(=O)C2CCCN(S(=O)(=O)c3cccc4nsnc34)C2)cc(OC)c1 (configuration not stated)
 : -6	·
COc1ccc(C(=O)Nc2ccc(F)cc2F)cc1
 : ·	-9
O=C(COc1ccc(Cl)cc1Cl)NNC(=S)Nc1ccc(F)cc1
 : ·	5
COc1ccc(C(=O)NC(=S)NNC(=O)CCc2ccccc2)cc1
 : ·	-1
CCCc1noc2c1/C(=N\O)CC(c1ccccc1)C2 (configuration not stated)
 : ·	11
OC(c1ccc(Cl)cc1)c1nnc(-c2ccccc2)o1 (configuration not stated)
 : -17	3
NC(=O)c1ccc(N2CCCCC2)c(N2C(=O)CCC2=O)c1
 : 4	4
CCOC(=O)c1cnc2ccccc2c1NCCc1ccc(OC)c(OC)c1
 : ·	28
Cc1ccc(CC(=O)N2CCN(c3cccc(C(F)(F)F)c3)CC2)cc1
 : ·	-9
CCOC(=O)C1(c2ccccc2)CCN(CCC(C#N)(c2ccccc2)c2ccccc2)CC1
 : ·	-12
Cc1cc(NC(=O)COC(=O)C2CCN(S(=O)(=O)c3cccc(Cl)c3Cl)CC2)no1
 : ·	-8
CCOc1ccc(NCC(=O)Nc2ccc(C)cc2C)cc1
 : -2	0
COc1ccc2oc(C(F)(F)C(F)F)cc(=O)c2c1
 : ·	10
O=C(NCC1CCCO1)C(c1cccnc1)N(C(=O)Cc1cccs1)c1cccnc1 (configuration not stated)
 : ·	28
CC1=C(C)/C(=N\OC(=O)/C=C/c2ccccc2)C=CC1=O
 : ·	-6
Cc1sc(NC(=O)CSc2nnc(COc3ccccc3)n2C)c(C#N)c1C
 : -16	26
COc1cc(-c2nc3cnccn3c2Nc2ccccc2)ccc1O
 : 0	40*
C=C(C)Cn1c(CCNC(=O)CC)nc2ccccc21
 : -9	7
COc1ccc(-c2noc(CCCC(=O)NCCc3ccccc3)n2)cc1OC
 : -4	10
COc1ccc(N(CC(=O)NC2CCCC2)S(=O)(=O)c2c(C)[nH]c(=O)[nH]c2=O)cc1
 : ·	15
COCCSc1ccccc1C(=O)NCc1ccc2c(c1)OCO2
 : ·	1
O=S(=O)(c1ccc(OCC(O)CN2CCc3ccccc3C2)cc1)N1CCOCC1 (configuration not stated)
 : -12	5
CCOC(=O)c1oc2ccccc2c1NC(=O)c1cccc(OC)c1OC
 : -32	?
Cc1onc(-c2ccccc2)c1C(=O)N1CCN(C/C=C/c2ccccc2)CC1
 : -1	-9
Cc1ccc(-c2cnc(N)n2C)cc1C
 : -7	-12
O=c1cc(-c2cccc(Cl)c2)oc2cccc(O)c12
 : ·	4
Cc1ccc(C)c(C(C)NC(=O)C2C3CCC(O3)C2C(=O)O)c1 (configuration not stated)
 : 5	-9
CCc1ccc2[nH]cc(C(=O)OCCOC)c(=O)c2c1
 : -9	-13
CC(C)Cn1c(N)c(S(=O)(=O)c2cccs2)c2nc3ccccc3nc21
 : 3	2
COc1ccccc1OCC(=O)N(Cc1nc(-c2ccc(Cl)cc2)no1)C(C)C
 : -9	-6
N#Cc1ccc(-c2ccc(F)cc2)nc1Oc1ccc(Cl)c(Cl)c1
 : ·	2
CC(C)NS(=O)(=O)c1ccc(OCC(=O)Nc2ccc3c(c2)OCCO3)cc1
 : -4	5
CCCCNS(=O)(=O)c1ccc(S(=O)(=O)n2cnc3ccccc32)cc1
 : ·	9
CCOC(=O)c1sc2nc(NC(=O)c3cccs3)sc2c1C
 : 5	·
CCOc1nc(-c2ccc(C)cc2)ccc1-c1noc(COC)n1
 : 10	-26
Cc1ccc(NS(=O)(=O)c2c(C)[nH]c(=O)[nH]c2=O)cc1C
 : ·	-2
O=C(O)CN1C(=O)CSc2ccccc21
 : 18	4
C[C@@H](CN1C2=NC[C@H](Cc3ccc(O)cc3)N2C[C@H]1Cc1ccc(O)cc1)NC(=O)CCC1CCCCC1
 : ·	-11
COC(=O)C(Cc1cnc[nH]1)NC(=O)C1CCC(=O)N1 (configuration not stated)
 : -7	6
COc1cc2c(cc1OC)CN(C(=O)CSc1nc(N)c(C#N)cc1C#N)CC2
 : 6	9
CCc1c(C)nc(N)n2c(SCC(=O)N3CCN(c4ccccc4OC)CC3)nnc12
 : -5	·
CC1=[N+]([O-])C(N2CCOCC2)C(O)(c2ccccc2)C1 (configuration not stated)
 : -3	-11
Cc1ccc(CNC(=O)CCOc2ccc(C(C)(C)C)cc2)cc1
 : ·	2
O=C(CSCc1ccc(Cl)cc1)Nc1cccc(C(=O)Nc2ccccc2C(=O)O)c1
 : ·	0
CCOc1ccc(-n2nnc3c(=O)n(CC(=O)c4ccccc4)cnc32)cc1
 : -1	14
FC(F)(F)c1cccc(N2Cc3ccccc3C2)c1
 : 5	8
C[n+]1ccccc1/C=N/O
 : ·	-18&16
Cc1ccc(C(=O)Nc2ccccc2N2CCN(C(=O)C(C)C)CC2)cc1
 : -5	-22
Cc1nc2ccccc2c(=O)n1/N=C/c1ccncc1
 : -5	-2
C=CP(=O)(O)c1ccccc1
 : -3	4
COc1ccc(-c2cc3ccccc3s2)cc1[C@H]1[C@H]2C=CC[C@@H](C)[C@@H]2C(=O)N1Cc1ccccc1
 : ·	-11
CCN1CCN(c2ncnc3ccc(Br)cc23)CC1
 : -9	14
CCOC(=O)C1=C(C)NC(C)=C(C(=O)OCC)C1c1ccc(O)cc1
 : 5	5
CCc1nnc(NC(=O)CSc2nnc(-c3c[nH]c4ccccc34)n2CC)s1
 : 6	22
O=C(COC(=O)C1CCCN1C(=O)c1cccs1)c1ccccc1 (configuration not stated)
 : -6	7
O=c1c(C=NCc2cccs2)c(O)n(C2CCCCC2)c(=O)n1C1CCCCC1
 : ·	-8
O=C(O)c1ccc2c(c1)CC(c1ccccc1)OC2=O (configuration not stated)
 : -5	5
N#C/C(=N\Nc1ccc(Cl)cc1)C(=N)N1CCCCC1
 : ·	11
CCOC(=O)C1=C(c2ccccc2)N(C)C(=O)NC1c1ccc(O)c(OC)c1 (configuration not stated)
 : 0	-11

Next structures follow.
The line under a structure holds: RT RNaseH block	RmlC RmlD mix
CCn1c(SCc2nc(CC(=O)Nc3ccccc3OC)no2)nnc1-c1cccs1
 : 9	-57
Cc1cc2nnc(SCC(=O)NCc3cccs3)n2c2ccccc12
 : ·	-3
CNc1nc2c3ccccc3n(C(C)=O)c2s1
 : ·	7
Cc1ccc2[nH]ccc(=O)c2c1
 : ·	-79
CCCS(=O)(=O)N1CCC(C(=O)NCCCOCC)CC1
 : -13	·
Cc1ccc2nc(C3CCN(CC(=O)Nc4ccc5c(c4)OCCO5)CC3)[nH]c2c1
 : -19	3
COC(=O)c1ccc(CSc2nnc(-c3ccncc3)o2)o1
 : -9	-13
COc1ccccc1C(=O)N1CCN=C1c1ccccc1
 : -15	-10
Cc1nc(SCC(=O)c2c[nH]c3ccccc23)n[nH]1
 : -15	17
FC(F)(F)C1=CC(c2ccc(Cl)cc2)=NCCN1
 : ·	4
CC(=O)N1CCN(CC(O)COc2ccc(OCc3ccccc3)cc2)CC1 (configuration not stated)
 : -11	3
Cc1c(NC(=O)CSc2nc(-c3ccco3)cc(C(F)(F)F)n2)c(=O)n(-c2ccccc2)n1C
 : 2	15
COCCCn1c2nc3ccccc3nc2c2c(=O)n(Cc3ccc(Cl)cc3)cnc21
 : 18	21
CN(C(=O)Nc1ccc(S(=O)(=O)N(C)C)cc1)C1CCCCC1
 : ·	5
Cc1cccc(NC(=O)c2ccccc2NC(=O)C(C)(C)C)n1
 : 10	-3
O=C(Cc1ccccc1)Nc1ccccc1N1CCOCC1
 : ·	2
CCN(CC)S(=O)(=O)c1ccc(NC(=O)C(OC)c2ccccc2)cc1 (configuration not stated)
 : -19	-15
COc1ccc(-n2nc3c(c2NC(=O)c2cc4ccccc4oc2=O)CS(=O)(=O)C3)cc1
 : 24	·
O=C(Cn1c(=O)n(CC2CCCO2)c(=O)c2ccccc21)c1ccccc1 (configuration not stated)
 : -17	5
O=C(/C=C/c1ccccc1)NC(=S)Nc1ccc(N2CCOCC2)cc1
 : ·	-5
Cc1ccc(S(=O)(=O)N(CC(=O)NCc2ccco2)Cc2ccccc2F)cc1
 : -18	3
NS(=O)(=O)c1ccc(CCNC(=O)NC2(C(F)(F)F)Oc3ccccc3O2)cc1
 : ·	-2
CCN1C(=O)/C(=C2/SC(C)=C(C)N2CC)SC1=S
 : 35	7
Cc1nc2sc(C(c3cccs3)N3CCN(c4cccc(Cl)c4)CC3)c(O)n2n1 (configuration not stated)
 : -11	3
O=C(Nc1ccccc1O)c1ccc(Cl)cc1
 : -2	-9
FCCCOc1ccc(-c2nccc(-c3ccc(Cl)cc3)n2)cc1
 : ·	4
CCOC(=O)CSc1nc(C)cc(C)c1C#N
 : ·	-4
CCN(CC(=O)NC(C)C)C(=O)CCNC(=O)c1ccc(Cl)cc1
 : -3	3
COc1ccc(S(=O)(=O)N(CCCN2CCCC2=O)Cc2cc3c(C)ccc(C)c3[nH]c2=O)cc1
 : -22	6
CCOC(=O)Cc1csc(NC(=O)Nc2ccccc2)n1
 : -23	·
CN1CCN(C(=O)c2c(O)c3cccc4c3n(c2=O)CCC4)CC1
 : -9	3
COc1ccccc1NC(=O)COC(=O)[C@@H]1CCCN1C(=O)c1cccs1
 : ·	-11
O=S(=O)(NCc1ccc2c(c1)OCO2)c1cccc2nsnc12
 : -21	·
N#CC1=C(N)C(C#N)(C#N)C(c2cccnc2)C2CC(c3ccccc3)CC=C12 (configuration not stated)
 : ·	-8
CCOC(=O)C1=C(C)Nc2ncnn2C1c1ccc(N(C)C)cc1 (configuration not stated)
 : -13	-11
O=C(Oc1ccc(Cl)cc1)c1ccc(COC(=O)c2cnccn2)cc1
 : ·	1
CCn1c(CC(=O)Nc2ccc(C)c(Cl)c2)nnc1SCCOc1ccc(OC)cc1
 : ·	-6
CCCCc1c(CCC)c(=N)c2ccccc2n1C
 : ·	3
O=C(Nc1cccs1)OCCN1CCN(Cc2ccccc2)CCC1=O
 : ·	-10
C/C(=N\NS(=O)(=O)c1ccc(C)cc1)c1cccs1
 : ·	-4
Cc1ccc(CN2C(=O)CCC2C(=O)NCCCN2CCCC(C)C2)cc1 (configuration not stated)
 : -9	·
N#CCCN1CCN(S(=O)(=O)c2ccc(S(=O)(=O)NC3CC3)cc2)CC1
 : -2	-7
COc1cc(C[C@@H](C)N)c(OC)cc1I
 : ·	4
COc1cccc(OC)c1C(=O)N1CCN=C1SCc1cccnc1
 : -14	9
O=C(CCn1c(=S)[nH]c2ccccc2c1=O)N1CCN(c2ccccn2)CC1
 : -12	·
COC(=O)c1ccc(NC(=O)C2CCCN(S(=O)(=O)c3cnc[nH]3)C2)cc1 (configuration not stated)
 : -10	3
CC1CN(C(=O)C(c2ccccc2)c2ccccc2)CC(C)O1 (configuration not stated)
 : ·	-20
CCOC(=O)c1cccc(Nc2nc(C)cc(C)n2)c1
 : -15	9
CCC(Sc1ncccc1C(=O)O)C(=O)N1CCOCC1 (configuration not stated)
 : -1	-8
CCOC(=O)c1c(C)[nH]c(C)c1C(=O)COC(=O)c1ccc(Cl)c(S(=O)(=O)NCc2ccccc2)c1
 : ·	-1
CC(C)Sc1oc(-c2ccco2)nc1S(=O)(=O)c1ccc(F)cc1
 : -28	1
O=C(O)Cc1ccccc1C(=O)O
 : 11	-5
COc1ccc(Cl)cc1S(=O)(=O)N1CCN(C(=O)COc2ccccc2)CC1
 : -32	3
CCCCSc1nnc([C@H](CC(C)C)NC(=O)OC(C)(C)C)o1
 : 0	8
CCOC(=O)C1CCCN(c2ccc(NC(=O)c3snc4c(=O)[nH]cnc34)cc2)C1 (configuration not stated)
 : -1	-11
CCCn1c(SCC(=O)Nc2ccccc2CC)nnc1C(C)C
 : -6	2
COc1ccc(NC(=O)CCCn2c(=S)[nH]c3ccccc3c2=O)cc1
 : ·	-14
COc1nnc(-c2ccc(C(=O)N3C[C@@H]4C[C@H](C3)c3cccc(=O)n3C4)cc2)c2ccccc12
 : -4	-23
COC(=O)C1=C(c2ccccc2)C[C@@H]2CC[C@H]1N2C(=O)NCc1cccc2ccccc12
 : ·	5
CCCOc1ccc(C(=O)NNC(=S)NC(=O)CC)cc1
 : ·	-3

(further entries)
The line under a structure holds: RT RNaseH block	RmlC RmlD mix
CCOC(=O)c1c2n(c3c(NCc4ccccc4)ncnc13)CCCC2
 : -13	7
COc1ccc(-c2nc(N)n(C(C)=O)n2)cc1
 : -5	1
Cc1ccc(N2C(=O)[C@@H]3Cc4ccccc4CN3C2=O)cc1
 : -15	-6
COc1ccc(CO/N=C/c2c(C)[nH]c(=O)[nH]c2=O)cc1
 : ·	-4
O=c1c2ccccc2nc2n1C(CSCc1cccc(C(F)(F)F)c1)CS2 (configuration not stated)
 : ·	7
COc1cccc(CN(Cc2ccco2)C(c2ccc(F)cc2)c2nnnn2C(C)(C)C)c1 (configuration not stated)
 : 7	4
Cc1ccc(-c2nnc(-c3ccccc3)c(N3CCOCC3)n2)cc1
 : ·	6
CCOC(=O)C(NCCCO)c1ccccc1 (configuration not stated)
 : 0	16
O=C(Cn1nnc(-c2ccc(Cl)cc2)n1)NCC1CCCCC1
 : 26	5
CCOC(=O)C(CC)n1nc(C)n2c(cc3sccc32)c1=O (configuration not stated)
 : -37	-18

Profiles from above. Order of values: RT RNaseH block	RmlC RmlD mix
Record of COc1cc(NC(=O)C2CCCN(S(=O)(=O)c3cccc4nsnc34)C2)cc(OC)c1 (configuration not stated) = -6	·
Record of CCOC(=O)CSc1nc(C)cc(C)c1C#N = ·	-4
Record of CC(=O)N1CCN(CC(O)COc2ccc(OCc3ccccc3)cc2)CC1 (configuration not stated) = -11	3
Record of CN(C(=O)Nc1ccc(S(=O)(=O)N(C)C)cc1)C1CCCCC1 = ·	5
Record of COc1ccc(-c2cc3ccccc3s2)cc1[C@H]1[C@H]2C=CC[C@@H](C)[C@@H]2C(=O)N1Cc1ccccc1 = ·	-11

Source: PubChem BioAssay
